# Source: PubChem
# aSyn yeast inh: alpha-synuclein toxicity inhibition in yeast | Yeast expressing alpha-synuclein, growth rescue, BacTiter-Glo, 24 h | Potency, µM (top dose mostly 46.1 µM), for the others: top-dose growth rescue (activation), most hits filed as activators | hit rate 0.14% among 370,000; further: potency means the concentration at half of the fitted maximal effect; % of control where 0% means no effect; nearly all actives have a fitted effect of over 65% in size
#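 Screening used galactose-induced yeast with toxic alpha-synuclein levels, exposed to compound for 24 hr at 30 deg C. Cell growth, read with BacTiter-Glo luminescence, gave the measured signal.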
# FUS yeast rescue: FUS proteinopathy suppression in yeast; S. cerevisiae FUS-expressing, growth rescue, OD600, 24 h; Potency, µM (highest dose often 76.6 µM), for the others: at the highest dose growth rescue (activation), usual class: activators; hit rate 0.24% among 390,000; AID 1347120;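 further: potency means the concentration at half of the fitted maximal effect; plate controls were DMSO vehicle for no effect and reference control for full effect; nearly all actives have a fitted effect of over 55% in size; some results filed as inactive show a strong effect at the top dose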
#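 Toxicity suppression screen in FUS-yeast. Cells induced with 2% galactose, starting OD 0.005, treated 24hr at 30C with compounds at multiple final concentrations; growth by OD600.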
# PTHR1 agonist: agonists of human PTHR1 parathyroid hormone receptor | Q03431 | HEK293 GP2 PTHR1 cells, GloSensor cAMP luminescence, 1 h | hit rate 0.075% among 410,000 | AID 743266 | Potency, µM (titrated, usually from 115 µM), inactives show at the top dose activation, most hits filed as activators; further: potency means the concentration at half of the fitted maximal effect; nearly all actives have a fitted effect of over 55% in size; some results filed as inactive show a strong effect at the top dose; inactives centre near -15; many of its hits are not listed in these tables
# Target sequence (Q03431 whole entry, looked up): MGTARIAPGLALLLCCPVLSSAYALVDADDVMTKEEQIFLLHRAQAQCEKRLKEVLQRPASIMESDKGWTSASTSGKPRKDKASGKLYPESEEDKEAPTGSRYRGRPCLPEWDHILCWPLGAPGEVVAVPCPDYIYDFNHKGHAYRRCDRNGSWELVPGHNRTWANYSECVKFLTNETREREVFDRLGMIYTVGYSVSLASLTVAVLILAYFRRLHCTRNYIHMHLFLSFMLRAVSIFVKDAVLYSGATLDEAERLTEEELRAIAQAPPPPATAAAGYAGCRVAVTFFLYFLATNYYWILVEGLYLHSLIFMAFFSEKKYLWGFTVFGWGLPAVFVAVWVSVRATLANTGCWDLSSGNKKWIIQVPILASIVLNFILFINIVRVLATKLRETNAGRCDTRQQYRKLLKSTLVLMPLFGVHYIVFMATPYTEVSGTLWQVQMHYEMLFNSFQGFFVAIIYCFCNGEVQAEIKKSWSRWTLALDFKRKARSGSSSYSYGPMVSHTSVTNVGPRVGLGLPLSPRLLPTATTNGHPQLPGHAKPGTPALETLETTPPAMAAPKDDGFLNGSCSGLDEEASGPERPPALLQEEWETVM
#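 HEK-293-derived GP2 cells expressing PTHR1 and a GloSensor cAMP reporter, 3,000/well, plated overnight, given luciferin plus IBMX (each 0.5 mM as added) for 1 h at 37 °C, then compound for 1 h at 37 °C. Luminescence was read after 15 min at room temperature.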
# MmCpn inh: blocks the Methanococcus maripaludis chaperonin Mm-Cpn. Potency, µM (highest dose often 76.9 µM), inactives show at the top dose activity, negative = inhibition, most hits filed as inhibitors. hit rate 0.031% among 330,000. AID 504842. purified Mm-Cpn ATPase, ADP Transcreener TR-FRET; further: potency means the concentration at half of the fitted maximal effect; on the % scale 0 is the no-effect control and ±100 the full control effect; nearly all actives have a fitted effect of over 80% in size
#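 Reaction buffer contained 30 mM Tris pH 7.4, 100 mM KCl, 5 mM MgCl2 and 1 mM DTT. Mm-CPN (25 nM final) hydrolysed 10 uM ATP over 30 min at 37°C; ADP was read by HTRF.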
# GLP1R inv ag: acts as inverse agonist at human GLP-1 receptor; P43220; HEK293 GLP-1R CRE-luciferase, luminescence, 24 h; GLP-1R form is constitutively active; Potency, µM (doses to about 38.3 µM), for the others: top-dose activity change, negative = inhibition, most hits filed as inhibitors; hit rate 1.6% among 410,000; further: potency means the concentration at half of the fitted maximal effect; on the % scale 0 is the no-effect control and ±100 the full control effect; nearly all actives have a fitted effect of over 55% in size
# Target sequence (P43220 whole entry, looked up): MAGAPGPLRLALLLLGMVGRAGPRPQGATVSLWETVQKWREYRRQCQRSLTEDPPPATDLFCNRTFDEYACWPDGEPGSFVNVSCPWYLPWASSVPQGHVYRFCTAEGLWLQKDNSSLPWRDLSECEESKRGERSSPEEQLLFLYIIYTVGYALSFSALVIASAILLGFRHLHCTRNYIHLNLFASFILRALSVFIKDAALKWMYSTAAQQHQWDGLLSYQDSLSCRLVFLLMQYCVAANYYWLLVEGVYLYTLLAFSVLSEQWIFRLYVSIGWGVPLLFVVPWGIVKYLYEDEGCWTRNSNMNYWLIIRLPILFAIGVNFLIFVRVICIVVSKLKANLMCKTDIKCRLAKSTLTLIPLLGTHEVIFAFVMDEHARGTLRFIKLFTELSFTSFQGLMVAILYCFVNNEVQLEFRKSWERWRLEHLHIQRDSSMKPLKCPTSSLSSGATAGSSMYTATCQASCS
#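 HEK293 cells stably co-expressing a cAMP-responsive luciferase reporter and constitutively active GLP-1R were seeded, incubated 12 h, then exposed to compounds for 24 h at 37 C. Luminescence was read 12 min after detection reagent; inverse agonists lower signal.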
# Abeta rescue: compounds reversing amyloid beta toxicity in yeast; yeast expressing A-beta42, growth rescue, OD600, 48 h; response scale: 0% DMSO, 100% iron-clioquinol control; Potency, µM (series often up to 46.1 µM), for inactives: top-dose growth rescue, hits mostly activators; hit rate 0.063% among 410,000; further: potency means the concentration at half of the fitted maximal effect; nearly all actives have a fitted effect of over 55% in size
#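 Yeast A-beta toxicity model in growth medium with pinned compounds, 48 h at 30 C; growth read as absorbance at 600 nm. Normalized to FeCl3/clioquinol equimolar mix (positive) and DMSO (negative).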
# TDP-43 yeast inh: TDP-43 toxicity inhibition in yeast; hit rate 1.8% among 410,000; Potency, µM (top dose mostly 46.1 µM), without a hit: top-dose growth rescue (activation), usual class: activators; TDP-43 expressing yeast growth rescue, BacTiter-Glo, 24 h; further: potency means the concentration at half of the fitted maximal effect; % of control where 0% means no effect; nearly all actives have a fitted effect of over 50% in size
#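 Yeast expressing TDP-43 (pregrown in raffinose, seeded at OD600=0.02 in galactose medium) exposed to compounds 24 hr at 30 deg C. Growth read by BacTiter-Glo luminescence; rescue of toxicity appears as increased signal.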
# pAkt inh: blocks phosphorylation of Akt; AID 651550; activity change, % for hits at 50 µM; hit rate 0.32% among 360,000; Neuro2A IGF-stimulated pAkt S473 HTRF, 20 min; active compounds read low; in the data active means activity change below about -80%; inconclusive means mostly about -51% to -80%; further: on the % scale 0 is the no-effect control and ±100 the full control effect
#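 Neuro2A cells (4,500/well, DMEM with 0.5% FBS) were treated with compound at a single 50 µM final concentration, stimulated with 6 nM IGF for 20 min at 37 °C, and lysed. Phospho-Akt Ser473 was read by HTRF as 665/615 ratio ×10^4.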
# GLP1R cytotox: cytotoxicity in counter-screen for GLP-1R inverse agonists; HEK293 cAMP-luciferase reporter cells, luminescence, 24 h; Potency, µM (series often up to 38.3 µM), for inactives: top-dose activity change, negative = inhibition, usual class: inhibitors; hit rate 0.13% among 410,000; AID 624418;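 further: loss of luciferase light is scored as toxicity; potency means the concentration at half of the fitted maximal effect; on the % scale 0 is the no-effect control and ±100 the full control effect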
#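 To flag toxic compounds, the library was rerun on cells for 24 hr at 37 deg C and 5% CO2. Viability-linked luminescence was captured 12 min after adding luciferase detection reagent.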
# * = called active by the depositor; i = inactive; ? = inconclusive; / = no result given; [ ] = remark or other dose. Unless noted, the call rests on the fitted dose curve; in most records, active means well fitted curve in the direction sought with a large enough effect; inconclusive means small, poorly fitted or top-dose-only effect, or another doubt; inactive means no such curve, though single readings can be large; an effect the other way counts as inactive or inconclusive. These rows are one share of the data; rates above refer to the full screens.
SMILES,aSyn yeast inh,FUS yeast rescue,PTHR1 agonist,MmCpn inh,GLP1R inv ag,Abeta rescue,TDP-43 yeast inh,pAkt inh,GLP1R cytotox
CC(NS(=O)(=O)c1ccccc1)C(c1cccs1)N1CCN(c2ccccc2)CC1 (configuration not stated),1.7%,29.7%,i,-3.2%,?,-1.5%,-6.2%,/,8.9%
CCc1cc2c(=O)c(-c3nc4ccccc4n3C)coc2c(CN2CCCCC2)c1O,0.0%,?,i,1.7%,-7.7%,-3.6%,7.1%,i,4.6%
CCCCSc1nnc(-c2cc3c(C(F)(F)F)nn(C)c3s2)n1C,10.0%,34.1%,i,-2.3%,?,-8.7%,?,i,-7.3%
Cc1cccc(OC(C)C(=O)Nc2cc(S(=O)(=O)N3CCCCC3)ccc2C)c1 (configuration not stated),-6.0%,/,-11.9%,-1.2%,?,5.1%,-1.6%,i,-0.3%
CCc1cc(C(=O)N2CCCC(C(=O)c3cccc4ccccc34)C2)n(C)n1 (configuration not stated),10.7%,11.0%,-47.6%[inhibitor],-3.0%,?,5.4%,?,i,-26.0%
O=C(COc1ccccc1)N1CCN(C(=O)c2cccs2)CC1,1.4%,-9.1%,i,0.9%,12.5%,6.2%,3.1%,i,13.3%
Cc1cc(OCC(=O)N2CCc3ccccc3C2)c(C)cc1Br,-62.8%[inhibitor],32.3%,-29.0%,2.7%,?,2.3%,?,i,-2.8%
CCN(C[C@H]1N[C@@](Cc2ccccc2)(C(=O)OC)[C@H]2C(=O)N(C)C(=O)[C@@H]12)C(=O)c1ccccc1,-0.8%,1.3%,i,-1.3%,15.0%,-4.8%,18.0%,i,0.0%
COc1ccc(C(=O)On2c(-c3ccc(Br)cc3)nc3ccccc3c2=O)cc1,1.9%,11.7%,-1.2%,-3.4%,?,4.6%,-18.3%[0.397 µM],i,-25.4%
O=c1c2c([N+](=O)[O-])cc([N+](=O)[O-])cc2sn1Cc1ccccc1,-75.4%[inhibitor],-3.0%,i,1.3%,-14.2%,-54.1%[inhibitor],-93.8%[inhibitor],i,3.5%
CCN(CC)S(=O)(=O)c1cccc(NC(=O)CSc2nc3ccccc3[nH]2)c1,-11.2%,12.2%,-28.0%,0.1%,?,1.6%,-16.2%[0.397 µM],i,-9.8%
CSc1ncccc1C(=O)Nc1cccc(S(=O)(=O)N(C)c2ccccc2)c1,7.3%,?,-34.2%[inhibitor],-1.5%,?,-3.6%,29.6%,i,2.5%
O=C(OCc1nnc(-c2ccccc2)o1)c1ccc2ccccc2n1,?,18.3%,i,-0.5%,14.7%,-0.5%,-4.7%,i,-9.8%
COc1ccc(OC)c(-c2cc(C(F)(F)F)c3c(n2)sc2c(O)cc(=O)[nH]c23)c1,-1.0%,-3.6%,i,0.2%,8.4%,-8.3%,5.3%,i,8.3%
O=C1COc2ccc(C(=O)CSc3ccccc3C(=O)O)cc2N1,-1.8%,-14.8%,-0.7%,5.4%,0.9%,-1.8%,-9.3%,i,14.7%
CCc1ccc(C2N=C(N)Nc3nc4ccccc4n32)cc1 (configuration not stated),/,-6.0%,20.0%,/,-9.3%,-10.0%,-19.0%,/,7.0%
NC(=O)c1ccc(Cn2c(C(=O)c3cc(Cl)c(N)c(Cl)c3)c3ccccc3[n+]2[O-])cc1,-1.0%,?,-26.5%,-2.2%,-13.1%,0.0%,-14.3%,i,?
Cc1ccc(C)c(N2CCN(C(=O)c3ccc4c(Cl)c5c(nc4c3)CCCC5)CC2)c1,/,?,i,/,-12.8%,8.2%,35.5µM*,/,-4.7%
CC1=CCC2C(=O)N(c3ccc(C(=O)Nc4ccccc4Cl)cc3)C(=O)C2C1 (configuration not stated),-11.2%,14.5%,-1.8%,0.4%,?,-1.2%,4.8%,i,4.2%
Cc1ccc(CNC(=O)CCc2c(C)nc3c(c(C)nn3-c3ccccc3)c2C)cc1,/,-8.6%,2.8%,/,-7.3%,-13.4%,7.9%,/,12.6%
N#Cc1ccc(CSc2nnc(NC(=O)CCc3nc4ccccc4c(=O)[nH]3)s2)cc1,-4.2%,4.5%,i,-1.8%,-1.1%,7.5%,18.7%,i,8.7%
CC(C)Oc1ccc(Cn2c(=O)oc3ccccc32)cc1,2.1%,-25.1%,-11.8%,2.2%,?,13.6%,?,i,-4.3%
C=CCNCCOCCOc1ccc(C)cc1[N+](=O)[O-],-17.3%,7.5%,-25.7%[57.5 µM],-0.6%,-4.3%,7.6%,18.0%,i,-2.0%
Cc1cccc(Nc2sc(C(=O)c3cc4cc(Cl)ccc4o3)c(N)c2C#N)c1,-0.5%,2.4%,i,-6.5%,11.9%,0.0%,11.6%,i,9.8%
O=C(C=Cc1ccc2c(c1)OCO2)OCC=Cc1ccc2c(c1)OCO2,-9.2%,-6.0%,i,/,?,0.7%,-21.2%,i,-6.5%
CCOc1ccccc1CNC(=O)Cn1c(=O)oc2ccccc21,2.3%,-8.6%,-14.6%,-0.5%,-10.2%,1.1%,1.2%,i,-4.5%
O=C(COc1ccc(Cl)cc1Cl)Nc1ccc(Cl)cn1,-14.4%,-10.6%,-35.9%[inhibitor][57.5 µM],-0.5%,-4.3%,8.6%,-7.0%,i,-9.9%
CC(=O)Nc1ccc(NC(=O)CN(c2cccc(C)c2)S(C)(=O)=O)cc1,-8.7%,28.3%,i,0.6%,6.7%,-15.6%,-0.1%,i,0.3%
O=C(C[C@@H]1C/C=C\CCCC(=O)OC[C@@H]2CCCN2C1=O)N[C@@H](CO)Cc1ccccc1,1.4%,10.5%,i,-4.4%,12.6%,3.2%,3.6%,i,-17.7%
C=CCN(CC=C)Cc1cc(=O)oc2cc(C)c(C)cc12,1.5%,1.6%,i,/,6.4%,7.8%,5.9%,i,0.6%
O=C(NCCc1ccccc1)C1CCN(S(=O)(=O)N2CCOCC2)CC1,2.6%,0.7%,-67.0%[inhibitor],2.7%,4.7%,6.4%,-5.9%,i,-0.7%
COc1ccc(CC(=O)Nc2oc(-c3ccccc3)c(-c3ccccc3)c2C#N)cc1OC,0.6%,12.4%,-15.5%[57.5 µM],-4.7%,2.24µM*,3.7%,-0.2%,i,-12.7%
Nn1c(Cc2ccccc2)n[nH]c1=S,1.7%,-12.2%,i,1.2%,-18.2%,-2.6%,8.0%,i,-17.3%
CC(Oc1ccccc1)C(=O)N=C1SC2CS(=O)(=O)CC2N1c1cccc(F)c1 (configuration not stated),4.6%,33.5%,-12.3%,-3.9%,-12.8%,14.1%,15.5%,i,1.8%
COc1cc(Cl)c(C)cc1NC(=O)CCN1C(=O)NC(C)(C)C1=O,-0.1%,7.3%,i,0.0%,10.4%,1.0%,-4.4%,i,-9.9%
Cc1cccc(C)c1NC(=O)COC(=O)c1ccccc1Nc1ccccc1,-2.0%,/,1.4%,-0.8%,-0.2%,4.7%,16.2%,i,-1.3%
CC(=O)C(N=Nc1ccccc1)(Sc1nnc(-c2ccccc2)n1-c1ccccc1)C(=O)Nc1ccccc1 (configuration not stated),13.3%,?,-2.0%,-0.3%,0.0%,22.5%,14.0%,i,0.0%
COCc1cc(C2C(C(=O)c3ccco3)=C(O)C(=O)N2CCOCCO)ccc1O (configuration not stated),1.6%,-3.2%,i,0.7%,7.8%,-4.0%,2.9%,i,-15.8%
O=S(=O)(c1ccc(SCCO)nc1)N1CCOCC1,2.8%,-7.7%,i,-3.4%,2.6%,-7.1%,11.1%,i,-3.3%
CSc1ccc(/C=N/NC(=O)c2cccc(O)c2)cc1,-10.8%,5.8%,-20.8%,-3.7%,?,8.2%,2.2%,i,-30.0%
COc1ccc(OC)c(N(CC(=O)N2CCC(C)CC2)S(=O)(=O)c2ccc(OC)c(OC)c2)c1,7.2%,21.1%,-16.5%,-2.5%,-1.3%,-2.5%,11.8%,i,-25.6%
COc1ccc2[nH]c3c(c2c1)CCN1C(=O)C(CC(=O)NCc2ccco2)C[C@H](C(=O)N2CCCCC2)[C@@]31CCc1ccccc1 (some centres not stated),4.5%,-3.7%,-29.7%,0.8%,12.6%,-10.9%,13.2%,i,-2.5%
CCOC(=O)C1CCCN(Cc2c(C(=O)N3CCOCC3)nc3ccccn23)C1 (configuration not stated),0.0%,0.3%,i,0.6%,16.7%,-2.6%,6.4%,i,1.3%
COc1cc2c(cc1OC)-c1nnc(-c3ccco3)n1C1(CCCC1)C2,16.9%,-4.3%,-8.2%[57.5 µM],0.8%,-4.5%,12.7%,-3.4%,i,-9.0%
O=C(CCc1nnc(C2CCCCC2)o1)N1CCC(Oc2cccnc2)CC1,-1.1%,6.7%,-41.1%[inhibitor],1.1%,?,-0.7%,-7.1%[0.397 µM],i,-5.6%
Cc1occc1-c1nnc(SCC(=O)c2ccc(F)cc2)n1Cc1ccco1,12.7%,25.5%,-18.6%,-3.1%,?,3.3%,11.6%,i,-11.5%

# In another format: results already given.
# The line under a structure holds: aSyn yeast inh | FUS yeast rescue | PTHR1 agonist | MmCpn inh | GLP1R inv ag | Abeta rescue | TDP-43 yeast inh | pAkt inh | GLP1R cytotox
- COc1ccc(CC(=O)Nc2oc(-c3ccccc3)c(-c3ccccc3)c2C#N)cc1OC
→ 0.6% | 12.4% | -15.5%[57.5 µM] | -4.7% | 2.24µM* | 3.7% | -0.2% | i | -12.7%
- Nn1c(Cc2ccccc2)n[nH]c1=S
→ 1.7% | -12.2% | i | 1.2% | -18.2% | -2.6% | 8.0% | i | -17.3%
